RGS4 pot = RGS4 potentiation or activation. HEK293 M3R/inducible RGS4, carbachol calcium flux Fluo4; active compounds read low. AID 463111. 310,000 compounds, 0.92% hits. B-score at 10 µM;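 active = B-score of the integrated calcium signal more than 4 SD below the library mean, with starting fluorescence not abnormally high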;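 note: negative B-score means reduced calcium response which marks RGS4 activation or potentiation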
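System: HEK293 FlpIn-TREx cells, stable M3R, doxycycline-inducible RGS4. Timing: overnight RGS4 induction, 30 min dye load 37 °C, 20 min compound RT. Also added: carbachol, ECmax concentration. Measured by: Fluo4 fluorescence kinetic imaging of calcium. Evaluation: integrated calcium ratio converted to B score.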
KCNK3 inh = human KCNK3 channel inhibition, primary screen | O14649 | CHO-KCNK3 thallium flux, FluxOR fluorescence; active compounds read low | B-score at 10 µM | 340,000 compounds, 0.84% hits | AID 602410;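 active = B-score under library mean minus 4 SD, starting fluorescence ratio at most library mean plus 5 SD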;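 note: more negative B-score means stronger inhibition of thallium flux through KCNK3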
DYRK1A inh = Dyrk1A (rat) kinase inhibition | Q63470 | ADP-Glo luminescence, NFATc1 peptide | inhibition, % at 12.5 µM | 310,000 compounds, 0.43% hits | AID 504441; in the data active = inhibition above about 50%;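 note: plate controls were vehicle with enzyme for no effect and no enzyme for full effect; many of its hits are not listed in these tables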
KCNQ1 block = inhibitors of human KCNQ1 potassium channel | P51787 | CHO-K1 KCNQ1, FluxOR thallium flux fluorescence; active compounds read high | B-score at 10 µM | 310,000 compounds, 1.3% hits | AID 2642;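 active = compounds whose thallium flux B-score, printed positive for inhibition, exceeds three library SD while starting fluorescence stays within three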;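 note: channel opened by potassium depolarization with thallium stimulus after 20 min compound exposure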
KCNQ1 pot = potentiates or activates the human KCNQ1 potassium channel. CHO-K1 KCNQ1, thallium flux FluxOR fluorescence; active compounds read high. P51787. B-score at 10 µM. 310,000 compounds, 0.35% hits. AID 2648;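 active = fluorescence ratio B-score, a plate-corrected score, at least three library SD, with initial intensity B-score within 5 SD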
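assay system = KCNQ1-transfected CHO-K1 cells | medium = assay buffer with matched DMSO | probe or stimulus = depolarizing K+/Tl+ stimulus, K2SO4 and Tl2SO4 each 12.5 mM in 5x stock | dosing = single dose | incubation = dye 90 min, compound 20 min, room temperature | detection = kinetic FluxOR fluorescence, 10 s baseline plus 110 s post-stimulus | evaluation = ratio B score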
GSK3A inh = blocks human GSK-3 alpha kinase; ADP-Glo luminescence, 60 min; inhibition, % at 10 µM; 320,000 compounds, 0.1% hits;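 in the data active = inhibition above about 50%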;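 note: GST-tagged GSK-3 alpha with peptide substrate and 25 µM ATP; 0% = DMSO neutral wells and 100% = GW8510 positive control wells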
GSK3B inh = inhibitors of human GSK3beta kinase. AID 2097. GST-GSK3beta kinase, ADP-Glo luminescence, 60 min; active compounds read low. P49841. 300,000 compounds, 0.038% hits. activity score (negative = inhibition), % at 10 µM;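 active = more than half of replicate wells score below -50%, meaning over 50% inhibition versus plate controls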;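 note: 0% = median DMSO wells and -100% = median GW8510 positive control wells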
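Test system: GST-fused GSK3beta enzyme, cell-free | Quantity: 1.6 ng GST-GSK3beta enzyme per well | Reagent: 25 µM ATP with peptide substrate | Schedule: 60 min enzyme reaction, room temperature | Signal: Luminescent ADP-Glo measurement of ADP formed | Read-out basis: Score relative to plate controls | Control set: DMSO and 20 µM GW8510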
PolyA inh = inhibitors of polyadenylation in S. cerevisiae | S. cerevisiae SKY197-pL101 polyadenylation reporter, beta-gal luminescence; efflux-impaired pdr1/pdr3 knockout yeast; score 100 = 6 SD above DMSO | calls only at 12 µM | 300,000 compounds, 0.02% hits;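 active = lowest replicate activity score at least 50, where 100 means six control SD above control mean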;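 note: yeast exposed to compound for 9 h at 30 °C; higher score means more reporter readthrough which indicates perturbed polyadenylation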
KCNK9 block = blocks the human KCNK9 two-pore domain potassium channel; 310,000 compounds, 1.2% hits; HEK293 KCNK9, FluxOR thallium flux fluorescence; active compounds read low; AID 488922; B-score at 10 µM; Q9NPC2;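 active = ratio B-score over 3 SD below the library mean, with starting fluorescence within 5 SD of its mean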;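 note: negative B-score means less thallium flux so channel inhibition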
RGS4 block = human RGS4 inhibition. P49798. HEK293 M3R/RGS4 inducible, Fluo-4 calcium flux; active compounds read high; triggered by carbachol at its EC20. B-score at 10 µM. 310,000 compounds, 0.45% hits;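 active = B-score, a plate-corrected calcium signal, over three deviations above library mean, with baseline fluorescence within five deviations of library mean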;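 note: RGS4 expression induced by doxycycline in cells with stable M3 receptor; B-score is computed from the integrated fluorescence ratio over baseline after carbachol; higher B-score means a larger calcium signal and so more RGS4 inhibition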
hERG rescue = hERG (human) protection from proarrhythmic block; Q12809; activation (rescue from dofetilide block), less the hit threshold, % at 10 µM; CHO-hERG, FluxOR thallium flux, dofetilide IC70 present; 310,000 compounds, 0.51% hits; AID 1511;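 active = activation above the mean of controls blocked by dofetilide plus 5 SD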;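 note: thallium influx through hERG after potassium depolarization seen as dye fluorescence rise; in these data hits start at about 4.7%; inactives centre near -7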
Target sequence (Q12809 whole entry, looked up): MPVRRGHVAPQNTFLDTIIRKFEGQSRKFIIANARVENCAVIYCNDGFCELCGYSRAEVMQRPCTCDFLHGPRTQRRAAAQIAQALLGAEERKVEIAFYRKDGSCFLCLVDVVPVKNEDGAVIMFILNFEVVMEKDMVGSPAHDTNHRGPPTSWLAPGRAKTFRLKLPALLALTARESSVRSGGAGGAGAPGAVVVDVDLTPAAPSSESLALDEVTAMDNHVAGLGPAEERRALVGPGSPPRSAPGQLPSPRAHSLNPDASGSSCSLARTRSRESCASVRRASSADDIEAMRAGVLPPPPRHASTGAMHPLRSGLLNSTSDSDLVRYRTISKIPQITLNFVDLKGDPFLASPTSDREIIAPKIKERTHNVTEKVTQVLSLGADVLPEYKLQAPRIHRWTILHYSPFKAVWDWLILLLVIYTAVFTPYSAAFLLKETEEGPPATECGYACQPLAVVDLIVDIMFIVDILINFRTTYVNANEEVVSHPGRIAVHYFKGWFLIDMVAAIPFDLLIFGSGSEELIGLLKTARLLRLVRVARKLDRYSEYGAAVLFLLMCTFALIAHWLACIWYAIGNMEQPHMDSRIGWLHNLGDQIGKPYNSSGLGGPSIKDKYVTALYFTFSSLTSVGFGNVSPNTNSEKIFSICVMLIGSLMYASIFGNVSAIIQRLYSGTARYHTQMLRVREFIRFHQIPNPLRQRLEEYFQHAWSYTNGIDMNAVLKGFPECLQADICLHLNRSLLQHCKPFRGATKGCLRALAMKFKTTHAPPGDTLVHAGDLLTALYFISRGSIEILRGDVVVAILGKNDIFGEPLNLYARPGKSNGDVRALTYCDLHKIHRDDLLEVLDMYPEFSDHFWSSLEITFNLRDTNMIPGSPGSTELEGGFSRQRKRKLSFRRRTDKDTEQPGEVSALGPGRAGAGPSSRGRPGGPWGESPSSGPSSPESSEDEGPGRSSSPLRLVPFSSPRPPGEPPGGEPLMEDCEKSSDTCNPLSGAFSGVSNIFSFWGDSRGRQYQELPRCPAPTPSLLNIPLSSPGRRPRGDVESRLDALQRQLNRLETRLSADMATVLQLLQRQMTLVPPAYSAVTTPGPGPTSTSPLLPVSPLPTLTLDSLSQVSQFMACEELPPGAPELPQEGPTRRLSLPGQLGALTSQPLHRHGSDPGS
An asterisk follows results filed as active; i = inactive; nt = no result given. An excerpt; count on the stated rates, not on these rows.

SMILES	RGS4 pot	KCNK3 inh	DYRK1A inh	KCNQ1 block	KCNQ1 pot	GSK3A inh	GSK3B inh	PolyA inh	KCNK9 block	RGS4 block	hERG rescue
NS(=O)(=O)c1cccnc1Nc1cccc(C(F)(F)F)c1	i	i	-1	i	i	-4	2	i	i	i	-5
COc1ccc(OCCSc2n[nH]c(N)n2)cc1	i	i	0	i	i	6	1	i	i	i	-8
Cc1ccccc1CN1CCN(C(=O)c2cccc3ccccc23)CC1	i	i	nt	i	i	2	-5	i	i	i	-11
CCOC(=O)N1CCN(C(=O)c2nn(-c3ccc(C)cc3)c(=O)c3c2c2ccccc2n3C)CC1	i	i	4	i	i	0	0	i	i	i	-5
CC(NC(=O)Cc1ccc(F)cc1)c1ccc(F)cc1 (stereo not drawn)	i	i	-3	i	i	-2	-3	i	i	i	-9
CC1CC(NC(=O)c2cnc3n(c2=O)CCS3)CC(C)(C)C1 (stereo not drawn)	i	i	-3	i	i	0	0	i	i	i	-11
COc1ccccc1N1C(=NC(=O)COc2ccccc2)SC2CS(=O)(=O)CC21 (stereo not drawn)	i	i	nt	i	i	-1	-10	i	i	i	-11
Cc1cccc(N2CCN(S(=O)(=O)c3ccc4c(c3)CCCN4C(=O)C3CCC3)CC2C)c1 (stereo not drawn)	i	i	nt	i	i	-1	0	i	i	i	-9
CCCS(=O)(=O)N1CCCC(C(=O)NCCN2CCCCC2C)C1 (stereo not drawn)	i	i	0	i	i	22	1	i	i	i	0
CCOc1ccc(CCNC(=O)COC(=O)c2cccc(S(=O)(=O)N3CCCC3)c2)cc1OCC	i	-9.2*	-5	i	i	-9	2	i	-9.4*	i	-9
COc1ccc(CNC(=O)C[C@H]2C(=O)N(CCc3ccccc3)C[C@@H]2Cc2ccccc2)cc1	i	i	5	i	i	-3	-2	i	i	i	-7
CCOC(=O)C1=C(O)C(=O)N(C2CCCCC2)C1	i	i	2	i	i	0	1	i	i	i	-4
CC(Sc1nc(-c2ccccc2)cc(C(F)(F)F)n1)C(=O)N1CCC(C(N)=O)CC1 (stereo not drawn)	i	i	4	i	i	-4	-1	i	i	i	-2
O=C(CNC(=O)c1cccc(Br)c1)N/N=C/c1cccs1	i	i	nt	i	i	-3	-1	i	i	i	-7
O=c1[nH]c(-c2ccccc2)cnc1-c1ccccc1	i	i	nt	i	i	-3	-6	i	i	i	-3
CC(=O)Nc1ccc(S(=O)(=O)Nc2nc3ccccc3nc2N2CCc3ccccc3C2)cc1	i	i	-1	i	i	-1	4	i	i	i	-9
N#CCCn1nnc(-c2ccccc2F)n1	i	i	8	i	i	-1	-9	i	i	i	-9
C=CCOc1ccc(/C(O)=C2\C(=O)C(=O)N(CCCOC)C2c2ccc(O)c(OC)c2)cc1 (stereo not drawn)	i	i	-2	i	i	-9	-4	i	i	i	-5
O=C(Nc1ccc(Cl)c([N+](=O)[O-])c1)C(NCCCO)c1ccccc1 (stereo not drawn)	i	i	3	i	i	-1	-1	i	i	i	-8
CCOC(=O)c1c(C)[nH]c(NC(=O)Nc2ccc(NC(C)=O)cc2)c1C	i	i	-2	i	i	-4	4	i	i	i	-11
NNC(=O)c1ccc(COCC(F)(F)F)cc1	i	i	nt	i	i	-3	2	i	i	i	-6
Cc1c(-c2ccc(/C=N/NC(=O)C(=O)Nc3ccccc3F)o2)cccc1[N+](=O)[O-]	i	i	nt	i	i	-3	0	i	i	i	-5
O=C(c1ccco1)N(Cc1ccccc1)Cc1ccccn1	i	i	-3	i	i	-2	1	i	i	i	-5
C=CCNC(=O)CN(CCc1ccccc1)S(=O)(=O)c1ccccc1	i	i	-3	i	i	-2	1	i	i	i	-11
CCOc1ccc(NC(=O)CN2C(=O)c3ccccc3C2=O)cc1	i	i	-2	i	i	-1	-1	i	i	i	-2
CCN(CC)S(=O)(=O)c1ccc(N=Nc2cc(C)cc(Br)c2O)cc1	i	i	-3	i	i	-1	0	i	i	i	-14
O=C(Nc1ccc2c(c1)OCO2)C1CCN(C(=O)c2ccc(Cl)cc2)CC1	i	i	2	i	i	0	-2	i	i	i	-11
CCOC(=O)c1cc(CC)sc1NC(=O)COc1ccc2c(C)cc(=O)oc2c1	i	i	3	i	i	-1	0	i	i	i	0
Cc1ccc(S(=O)(=O)N(C)C)cc1-n1c(SCC(=O)N(C)C)nc2ccccc2c1=O	i	i	6	i	i	nt	-2	i	i	i	-6
CCSc1nnc(NC(=O)C2CCN(S(=O)(=O)c3c(C)c(C)cc(C)c3C)CC2)s1	i	nt	nt	i	i	0	1	i	i	i	-10
Cc1c(C(=O)NCC2CCCO2)oc2ccc(S(=O)(=O)N3CC(C)CC(C)C3)cc12 (stereo not drawn)	i	i	3	i	i	-1	2	i	i	i	-9
O=C(ONC1=NCCCCC1)c1ccc([N+](=O)[O-])cc1	i	i	0	i	i	0	0	i	i	i	-12
CCOC(=O)c1oc2ccccc2c1COC(=O)CNC(=O)c1cc(OC)c(OC)c(OC)c1	i	i	16	i	i	-1	1	i	i	i	-21
Cc1ccc2occ(/C=N/NC(=O)c3ccncc3)c(=O)c2c1	i	i	10	i	i	4	-2	i	i	i	-9
CC(=O)Nc1c(-c2ccccc2Cl)c(=O)c2ccccc2n1C	i	i	0	i	i	-2	1	i	i	i	0
CCOc1ccc(N2C(=O)CC(NCCc3c[nH]c4ccccc34)C2=O)cc1 (stereo not drawn)	i	i	-2	i	i	0	-1	i	i	i	-8
CCCCNC(=O)c1cc2c(-c3ccc(Cl)cc3)nn(C)c2s1	i	i	0	i	i	-1	3	i	i	i	-3
Cc1ccc(NC(=O)c2ccc(-n3cncn3)c([N+](=O)[O-])c2)cc1	i	i	-3	i	i	4	-5	i	i	i	-5
Cc1ccc(CNC(=O)N2CCN(C)CC2)cc1	i	i	1	i	i	-4	-6	i	i	i	0
CC(=O)NCC1CCCN(Cc2cn(-c3ccccc3)nc2-c2ccc3c(c2)OCO3)C1 (stereo not drawn)	i	i	nt	i	i	4	0	i	i	i	0
Cc1c(-c2csc(N)n2)cnn1C	i	i	7	i	i	0	-2	i	i	i	2
O=C(CSc1nnc(COc2ccc(Cl)cc2)o1)N1CCOCC1	i	i	-1	i	i	0	3	i	i	i	-12
O=C1CCCc2[nH]c3cccc(/C(=C/c4ccccc4)c4ccccc4)c3c21	i	i	15	i	i	2	-3	i	i	i	-13
COc1cc(OC)c(C2N(c3cc(C)on3)C(=O)C3CCCN32)cc1OC (stereo not drawn)	i	i	0	i	i	-1	1	i	i	i	-5
O=C(NO)c1ccc(OC(F)F)cc1	i	i	1	i	i	-1	-1	i	i	i	-4
Cc1onc(-c2ccccc2)c1C(=O)N1CCN(Cc2ccccc2)CC1	i	i	-1	i	i	2	-4	i	i	i	-12
Cc1ccc(S(=O)(=O)N/N=C/c2cccs2)cc1	i	i	2	i	i	-3	0	i	i	i	-8
CCCCC(=O)NNC(=O)CC(=O)Nc1ccccc1C(=O)O	i	i	14	i	i	-2	0	i	i	i	-12
Cc1ccc(OCC(=O)OC2CCS(=O)(=O)C2)cc1 (stereo not drawn)	i	i	7	i	i	-4	0	i	i	i	-9
CCN(CC)S(=O)(=O)c1ccc2c(c1)c(C(=O)O)cn2C	i	i	5	i	i	-2	0	i	i	i	-1
O=C(CCl)c1ccc2c(c1)CCN2C(=O)C1CCCCC1	i	i	3	i	i	-3	-3	i	i	i	-13
S=c1[nH]nc(-c2cc(-c3ccccc3)n[nH]2)n1/N=C/C(Br)=C/c1ccccc1	i	i	nt	i	i	2	7	i	i	i	-10
Cc1ccc(C(=O)C(C)OC(=O)CNC(=O)c2ccc(Br)o2)cc1 (stereo not drawn)	i	i	-5	i	i	0	1	nt	i	i	-14
Cc1cc(C)cc(CC2CC(=O)N(c3cc(C)ccc3C)C2=O)c1 (stereo not drawn)	i	i	-8	i	i	2	0	i	i	i	-3
CCOc1ccc(C(=O)NCC(C)CN(C)C)cc1OCC (stereo not drawn)	i	i	-3	i	i	-1	1	i	i	i	-10
O=S(=O)(c1ccc(Sc2nnc3ccccn23)nc1)N1CCOCC1	i	i	4	i	i	0	-4	i	i	i	-11
CCOC(=O)c1sc2nc(-c3ccccc3)ccc2c1N	i	i	-1	i	i	0	-1	i	i	i	-5
O=C(NCc1ccco1)c1ccc(F)c(S(=O)(=O)N2CCCCC2)c1	i	i	-5	i	i	0	4	i	i	i	-7
Cc1cc(=O)[nH]c(SCC(=O)Nc2ccccc2[N+](=O)[O-])n1	i	i	-13	i	i	0	0	i	i	i	-8
O=C(NC(=S)Nc1ccc2ncccc2c1)c1ccccc1	i	i	3	i	i	-1	2	i	i	i	-6

Part of the list above, reformatted:
Order of results: RGS4 pot	KCNK3 inh	DYRK1A inh	KCNQ1 block	KCNQ1 pot	GSK3A inh	GSK3B inh	PolyA inh	KCNK9 block	RGS4 block	hERG rescue
Cc1cc(C)cc(CC2CC(=O)N(c3cc(C)ccc3C)C2=O)c1 (stereo not drawn)
    i	i	-8	i	i	2	0	i	i	i	-3
CCOC(=O)c1c(C)[nH]c(NC(=O)Nc2ccc(NC(C)=O)cc2)c1C
    i	i	-2	i	i	-4	4	i	i	i	-11

(more compounds)
SMILES	RGS4 pot	KCNK3 inh	DYRK1A inh	KCNQ1 block	KCNQ1 pot	GSK3A inh	GSK3B inh	PolyA inh	KCNK9 block	RGS4 block	hERG rescue
CCn1c(C)cc(/C=C2/SC(=S)N(CC(=O)O)C2=O)c1C	i	i	3	i	i	-4	9	i	i	i	0
Cc1cnc(C(=O)Nc2cccc3cccnc23)cn1	i	i	2	i	i	nt	1	i	i	i	-7
O=C(Nc1nnc(C2=COCCO2)o1)c1ccc(S(=O)(=O)N2CCCCC2)cc1	i	i	2	i	i	-3	2	i	i	i	-9
Cc1cccc(C(=O)NC(C)C(c2cccs2)N2CCOCC2)c1 (stereo not drawn)	i	i	-3	i	i	0	-1	i	i	i	-7
O=C(N/N=C/c1cccnc1)c1cccc(N2CCCC2=O)c1	i	i	nt	i	i	0	-5	i	i	i	0
COC(=O)CN1C(C)=Nc2ccc(C)cc2C1c1ccccc1 (stereo not drawn)	i	i	-2	i	i	1	-1	i	i	i	-14
